From PubChem
CRE Fsk mod = modulators of forskolin-stimulated CRE signaling in CHO cells; CHO CRE-bla reporter (cAMP response element driving beta-lactamase), forskolin EC10, beta-lactamase ratio; Potency, µM (titrated, usually from 38.2 µM), for inactives: top-dose activity change, negative = inhibition, actives largely listed as activators; 71,000 compounds, 2.5% hits; active = well fitted activation curve with a large enough effect in the signal ratio, with a control signal flat, not every such curve was filed as active; inconclusive = small, poorly fitted or top-dose-only effect, or effect the other way, or a change in a side signal; the % refers to the signal ratio; also: potency is read from the fitted curve at half-maximal effect; % of control where 0% means no effect
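The 460nm/530nm emission ratio after CCF4 loading defined %Activity, from which AC50 values were obtained. CRE-bla CHO cells received compound dilution series together with an EC10 level of NKH 477 for 3 hours at 37 degrees Celsius.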
Caspase-7 inhib = caspase-7 (human) inhibition, allosteric or competitive | P55210 | recombinant caspase-7, Ac-DEVD-AFC fluorescence rate | Potency, µM (top dose mostly 57.5 µM), without a hit: at the highest dose activity change, negative = inhibition, actives largely listed as inhibitors | 75,000 compounds, 0.02% hits; active = well fitted inhibition curve with a large enough effect in the main read-out, with a control signal flat, not every such curve was filed as active; inconclusive = small, poorly fitted or top-dose-only effect, or a change in a side signal; also: potency is read from the fitted curve at half-maximal effect; % of control where 0% means no effect
BRCT inh green = BRCA1 BRCT-phosphoprotein interaction inhibition | Potency, µM (series often up to 76.9 µM), for inactives: top-dose activity change, negative = inhibition, actives largely listed as inhibitors | P38398 | BRCA1 BRCT-phosphopeptide binding, green fluorescence polarization | 75,000 compounds, 0.05% hits;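 also: potency is read from the fitted curve at half-maximal effect; plate controls were peptide without protein for full effect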
Target sequence (P38398 whole entry, looked up): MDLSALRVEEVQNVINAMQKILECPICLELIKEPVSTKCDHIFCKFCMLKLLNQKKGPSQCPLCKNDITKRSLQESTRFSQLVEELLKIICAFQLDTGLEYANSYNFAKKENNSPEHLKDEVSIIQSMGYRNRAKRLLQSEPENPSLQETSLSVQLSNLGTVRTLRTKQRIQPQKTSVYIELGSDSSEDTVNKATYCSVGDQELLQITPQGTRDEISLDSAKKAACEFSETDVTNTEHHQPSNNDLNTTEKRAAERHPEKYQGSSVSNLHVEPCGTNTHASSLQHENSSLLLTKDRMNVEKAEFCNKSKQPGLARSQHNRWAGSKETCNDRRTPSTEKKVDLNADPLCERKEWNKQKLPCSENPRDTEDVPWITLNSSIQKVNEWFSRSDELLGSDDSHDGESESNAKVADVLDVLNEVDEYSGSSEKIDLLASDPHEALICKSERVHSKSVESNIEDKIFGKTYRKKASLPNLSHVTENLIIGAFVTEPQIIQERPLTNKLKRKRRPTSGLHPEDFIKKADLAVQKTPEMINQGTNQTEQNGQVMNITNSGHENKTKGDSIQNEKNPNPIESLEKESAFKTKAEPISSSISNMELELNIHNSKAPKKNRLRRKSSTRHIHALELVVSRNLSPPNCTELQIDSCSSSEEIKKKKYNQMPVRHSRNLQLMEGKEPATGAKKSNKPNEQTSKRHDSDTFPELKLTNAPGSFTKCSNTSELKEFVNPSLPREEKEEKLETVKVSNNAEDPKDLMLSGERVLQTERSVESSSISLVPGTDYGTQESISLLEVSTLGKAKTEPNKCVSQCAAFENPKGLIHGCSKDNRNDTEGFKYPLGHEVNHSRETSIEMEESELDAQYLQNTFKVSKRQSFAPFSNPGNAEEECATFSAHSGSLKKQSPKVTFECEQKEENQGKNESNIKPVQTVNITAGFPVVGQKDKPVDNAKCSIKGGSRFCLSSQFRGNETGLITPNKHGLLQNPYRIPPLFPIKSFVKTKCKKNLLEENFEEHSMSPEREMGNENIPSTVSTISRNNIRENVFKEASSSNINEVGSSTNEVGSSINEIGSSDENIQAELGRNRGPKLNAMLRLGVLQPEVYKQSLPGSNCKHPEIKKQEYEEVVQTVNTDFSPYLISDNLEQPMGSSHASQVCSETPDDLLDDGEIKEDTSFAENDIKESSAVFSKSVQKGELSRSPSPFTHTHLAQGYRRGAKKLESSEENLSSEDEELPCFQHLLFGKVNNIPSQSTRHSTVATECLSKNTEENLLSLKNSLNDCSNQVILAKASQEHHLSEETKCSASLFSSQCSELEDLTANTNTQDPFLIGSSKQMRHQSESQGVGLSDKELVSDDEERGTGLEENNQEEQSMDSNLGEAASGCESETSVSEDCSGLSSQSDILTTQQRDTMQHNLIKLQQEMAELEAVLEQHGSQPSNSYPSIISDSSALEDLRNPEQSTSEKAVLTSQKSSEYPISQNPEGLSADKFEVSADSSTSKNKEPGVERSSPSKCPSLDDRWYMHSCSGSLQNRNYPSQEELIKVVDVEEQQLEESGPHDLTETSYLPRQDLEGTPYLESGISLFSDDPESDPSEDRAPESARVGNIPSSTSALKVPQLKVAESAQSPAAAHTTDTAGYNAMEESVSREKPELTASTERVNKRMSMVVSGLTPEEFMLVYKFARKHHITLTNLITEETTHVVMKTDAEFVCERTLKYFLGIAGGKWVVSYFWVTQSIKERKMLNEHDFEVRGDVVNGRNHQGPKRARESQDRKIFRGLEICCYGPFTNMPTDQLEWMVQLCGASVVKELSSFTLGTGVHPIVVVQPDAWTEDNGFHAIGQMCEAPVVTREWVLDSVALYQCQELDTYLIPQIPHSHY
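Fluorescence polarization: His-tagged BRCT (~35 kDa BRCA1 C-terminus, 250 nM) bound to 100 nM fluorescein-labeled phosphorylated 10-aa BACH1 peptide, pH 7.3 phosphate buffer with DTT and Tween 20. Compounds incubated 12 min at room temperature; inhibition read as lowered polarization.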
A350 autofl = A350 region autofluorescence; Compound autofluorescence, 340/450 nm, Alexa 350 dye-equivalents; stronger effect = higher value; max dye-equivalent concentration, M; 59,000 compounds, 11% hits; in the data active = max dye-equivalent concentration above about 10 nM; inconclusive = mostly about 1.1 nM to 9.6 nM
Tau fil binding = binders of human tau filaments; 71,000 compounds, 2% hits; AID 596; recombinant tau filaments, thioflavin S fluorescence, 15 h; filaments grown with octadecylsulfate alongside compound; P10636; Potency, µM (highest dose often 57.1 µM), for the others: at the top dose activity change, negative = inhibition;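 also: potency is read from the fitted curve at half-maximal effect; % is scaled to controls: 0 for no effect and ±100 for the full control effect; actives lower thioflavin S fluorescence by blocking filaments or displacing dye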
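His-tagged recombinant human tau (exons 2, 3, 10; 1 uM final) fibrillized with 30 uM sodium octadecylsulfate, 15 h at 37 C, in pH 7.4 HEPES buffer with 10 uM thioflavine S and 5 mM DTT. Reduced ThS fluorescence (450/510 nm) marks activity.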
HEK293 cAMP ctrl = counter-screen for TSHR agonists: cAMP increase in parental HEK293; parental HEK293 CNG cAMP sensor, membrane potential fluorescence; Potency, µM (top dose mostly 57.1 µM), without a hit: top-dose activation, most hits filed as activators; 73,000 compounds, 2.5% hits; also: potency is read from the fitted curve at half-maximal effect; % of control where 0% means no effect; nearly all actives have a fitted effect of over 55% in size
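Parental HEK 293 cells stably expressing a cAMP-gated CNG channel were loaded with membrane potential dye containing 100 uM RO 20-1724 for 60 min. Compound added for 30 min; depolarization read as fluorescence intensity at 590 nm.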
Casp1 inh = blocks human caspase-1 allosterically or competitively; P29466; Caspase-1 enzyme, Ac-WEHD-AFC fluorogenic rate; Potency, µM (doses to about 57.5 µM), inactives show top-dose activity change, negative = inhibition, hits mostly inhibitors; 75,000 compounds, 0.03% hits; AID 900;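 also: potency is read from the fitted curve at half-maximal effect; plate controls were vehicle for no effect and no substrate for full effect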
USP2a inhib = blocks human ubiquitin-specific protease USP2a | USP2a enzymatic assay, qHTS inhibition | Potency, µM (highest dose often 38.3 µM), for inactives: at the highest dose activity change, negative = inhibition, most hits filed as inhibitors | 60,000 compounds, 0.1% hits | AID 927;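 also: potency is read from the fitted curve at half-maximal effect; nearly all actives have a fitted effect of over 60% in size; plate controls were DMSO for no effect and NEM full inhibition control for full effect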
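20 nM USP2 core + cpd, 30 min RT; add 20 nM Ub-PLA2/20 uM NBD C6-HPC; read Ex460/Em535 at 0 h and 2.5 h. Normalized to NEM; qHTS curve fit/classification.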
ERK AVP block = inhibitors of vasopressin-stimulated ERK signaling pathway. Potency, µM (series often up to 57.5 µM), for the others: at the top dose activity, negative = inhibition, actives largely listed as inhibitors. AID 995. HEK293-V1b, vasopressin-stimulated pERK AlphaScreen. 72,000 compounds, 0.99% hits; also: potency is read from the fitted curve at half-maximal effect; % is scaled to controls: 0 for no effect and ±100 for the full control effect; nearly all actives have a fitted effect of over 55% in size
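HEK293 cells stably expressing V1b receptor, seeded overnight in 1% FBS, were treated with compounds for 30 min at 37C, then stimulated 5 min with 25 nM vasopressin; phospho-ERK read by AlphaScreen SureFire after lysis.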
Luciferase inh = firefly luciferase inhibition | Potency, µM (doses to about 57.1 µM), for the others: at the top dose activity change, negative = inhibition, most hits filed as inhibitors | 72,000 compounds, 2.2% hits | P08659 | purified firefly luciferase, luminescence, 8 min; also: potency is read from the fitted curve at half-maximal effect; % is scaled to controls: 0 for no effect and ±100 for the full control effect; nearly all actives have a fitted effect of over 40% in size
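Titration-based qHTS; buffer 50 mM imidazole pH 7.2, 50 mM KCl, 7 mM MgCl2, 10 uM ATP, 0.01% Tween 20, 0.05% BSA; luciferase/luciferin detector mix added after compound; 8 min, ambient; luminescence.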
BRCT inh red = disrupts BRCA1 BRCT binding to phosphoprotein, red fluorophore readout; Potency, µM (series often up to 76.9 µM), for inactives: at the highest dose activity change, negative = inhibition, hits mostly inhibitors; 75,000 compounds, 0.03% hits; BRCT-phosphopeptide binding, red fluorescence polarization; P38398; also: % is scaled to controls: 0 for no effect and ±100 for the full control effect
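Rhodamine-labelled pBACH1 10-mer (100 nM) bound to BRCT domain (100 nM) at pH 7.3; compounds incubated 12 min room temperature, polarization read. Free peptide defines full inhibition; unlabelled decapeptide titrated as control.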
* = called active by the depositor; i = inactive; ? = inconclusive; . = no result given; [ ] = another dose, or the depositor's remark. Unless noted, calls follow the shape of the dose curve; as a rule, active = well fitted curve in the direction sought with a large enough effect; inconclusive = small, poorly fitted or top-dose-only effect, or another doubt; inactive = no such curve, though single readings can be large; an effect the other way counts as inactive or inconclusive.

SMILES | CRE Fsk mod | Caspase-7 inhib | BRCT inh green | A350 autofl | Tau fil binding | HEK293 cAMP ctrl | Casp1 inh | USP2a inhib | ERK AVP block | Luciferase inh | BRCT inh red
COc1cc(C(O)P(=O)(OC(C)C)c2ccc(N(C)C)cc2)cc(OC)c1OC (stereo unspecified) | 7% | 0% | 0.3% | ? | 4% | 0% | -5% | 5% | 13% | 2% | -0.8%
COC(=O)CC1C(C)(C)C2(O)OC34CC2C(=O)[C@@]1(C)C3CC[C@]1(C)C4=CC(=O)OC1c1ccoc1 (stereo partly specified) | . | 3% | -2.0%[3.08 µM] | . | . | . | 2% | 21% | 4% | . | -2.0%
COC(=O)c1c(NC(=O)CSc2n[nH]c(N)n2)sc(C)c1C | 16% | 0% | -1.7% | i | 6% | 12% | 0% | 6% | -17% | 1% | -2.1%
Cc1ccc(CC2(O)CC(C)N(C)CC2C)c(C)c1 (stereo unspecified) | -6% | 1% | 2.5% | i | 0% | -1% | -2% | -1% | -12% | 3% | 0.6%
CC(C)C(NS(=O)(=O)c1cccs1)C(=O)NCc1ccc2c(c1)OCO2 (stereo unspecified) | -12% | 1% | 1.3% | . | -9% | 22% | 0% | . | . | 1% | 0.1%
CCOP(=O)(c1ccc(N(C)C)cc1)C(O)c1c(Cl)cccc1Cl (stereo unspecified) | 4% | 1% | -1.0% | ? | -8% | 24% | 0% | 6% | -13% | 3% | 0.7%
COc1ccc(S(=O)(=O)Cc2ccc(C(=O)N3CCN(C4CCCCC4)CC3)o2)cc1 | -3% | -1% | -0.8% | . | 13% | 3% | -3% | . | -2% | 1% | 0.3%
COc1ccc(Cl)cc1S(=O)(=O)N1CCCC(C(=O)NCC(N)=O)C1 (stereo unspecified) | -2% | 2% | -0.2% | i | 2% | -4% | 2% | -3% | 4% | -1% | 0.3%
Cc1csc(NC(=O)CN2CCCCCC2)n1 | -1% | 1% | -4.3% | i | -10% | 8% | 2% | ? | 34% | 0% | 2.0%
CC1(C)CC(=O)C(C=Nc2ccc3c(c2)OCO3)=C(O)C1 | 19% | -3% | -1.5% | . | -17% | ? | -4% | 1% | -9% | ? | -1.1%
CC(C)C(=O)Nc1cccc(C(=O)NCCc2ccc(S(N)(=O)=O)cc2)c1 | -2% | 1% | -0.6% | i | 1% | -1% | 3% | 16% | -1% | -4% | 0.5%
COc1cccc(C(=O)NCC2CCCO2)c1 (stereo unspecified) | -2% | -2% | -0.2% | . | 9% | 6% | -3% | -6% | -8% | 1% | -1.2%
O=C(O)[C@H]1C(=CCO)O[C@H]2CC(=O)N12 | . | 1% | -1.5%[3.08 µM] | . | . | . | -2% | -7% | 6% | . | -2.0%
CCOC(=O)c1ccc(NC(=O)CN(C)S(=O)(=O)c2ccc(OC)cc2)cc1 | -8% | 1% | -9.9% | i | 44% | 11% | 1% | -9% | 31%[activator] | 0% | 0.7%
COc1cc(C2c3cc4c(cc3C(O[C@@H]3OC5COC(c6cccs6)OC5C(O)C3O)C3COC(=O)C23)OCO4)cc(OC)c1O (stereo partly specified) | . | 4% | -1.3%[3.08 µM] | . | . | . | -2% | 55%[activator] | -9% | . | 0.4%
CCCCOCCCNC(=O)c1cccs1 | ? | -1% | -0.7% | . | 6%[11.4 µM] | 12%[11.4 µM] | 0% | -3%[7.66 µM] | 26% | 3% | 1.1%
COc1ccc(NC(=O)N2CC[C@@]3(CCCNC3)C2)cc1 | 4% | -2% | -6.9% | i | -4% | 12% | -2% | 11% | 10% | -1%[11.4 µM] | 0.5%
O=c1ccc2c(OCCCCc3ccccc3)c3ccoc3cc2o1 | ? | -1% | 1.4% | 3.2e-08M* | 11% | 25µM* | 0% | -14% | 83%[activator] | -2% | -1.6%
COCCNc1ncnc2ccc(-c3cccc(OC)c3)cc12 | -5% | 3% | 4.0% | i | -5% | 23% | 1% | 82%[activator] | -11% | 2%[2.29 µM] | -1.6%
O=S(=O)(c1ccc(Br)s1)N1CCc2ccccc2C1 | -20% | -2% | 3.6% | i | -1% | ? | -3% | -10% | 7% | 1% | -1.0%
COc1ccc(-c2nnc(NC(=O)c3cc(C)on3)s2)cc1 | -7% | -1% | 0.0% | ? | 12% | -7% | 0% | -16% | -11% | -5% | -1.3%
CCOC(=O)N1CCN(C(=O)CC(=O)Nc2ccc3nc4n(c(=O)c3c2)CCCCC4)CC1 | 5% | -3% | 1.9% | i | 17% | -4% | 0% | 6% | -18% | -7% | 1.1%
COc1ccccc1CN1CCCC2(CCN(C(=O)c3cccn3C)CC2)C1 | -2% | -9% | -1.2% | i | 8% | 24% | -6% | 28% | -10% | 1%[11.4 µM] | -0.5%
CC1=C(C(=O)Nc2ccccc2)C(c2cccs2)n2nnnc2N1 (stereo unspecified) | ? | -1% | -0.3% | i | -12% | 0% | -1% | 7% | -15% | 4% | -1.7%
CC(C)(C)OC(=O)N1CCC(c2c(C(=O)O)cnn2-c2ccccc2Cl)CC1 | ? | -2% | -1.0% | i | -5% | 4% | 1% | 10% | 15% | 3% | 0.0%
O=C(CCN1C(=O)c2ccccc2C1=O)OCn1nnc2ccccc2c1=O | ? | -2% | -2.4% | i | -7% | 4% | 0% | -2% | 22% | 2% | 1.0%
CCOCC(=O)Nc1cccc(OC)c1 | 0% | -1% | -0.9% | i | -16% | 12% | 0% | 7% | 11% | 0% | 0.8%
NC(=O)CNC1CC(=O)N(CCc2ccccc2)C1=O (stereo unspecified) | -1% | 0% | -1.9% | . | 11% | -9% | 1% | -2% | -10% | 3% | 0.7%
COc1ccc(Cc2ccc3[nH]c(=O)cc(C)c3c2)cc1S(=O)(=O)O | 11%[7.6 µM] | -2%[11.5 µM] | -1.6%[15.4 µM] | i | 2%[11.4 µM] | 8%[11.4 µM] | 2%[11.5 µM] | . | -2%[11.5 µM] | 4%[11.4 µM] | -0.6%[15.4 µM]
COCC(=O)Nc1cc(=O)n(C)c(=O)n1C | 4% | 1% | 0.4% | . | -3% | 3% | -2% | . | . | 2% | -0.6%

Full records, looked up by structure. Order of values: CRE Fsk mod	Caspase-7 inhib	BRCT inh green	A350 autofl	Tau fil binding	HEK293 cAMP ctrl	Casp1 inh	USP2a inhib	ERK AVP block	Luciferase inh	BRCT inh red
Shown for CC1=C(C(=O)Nc2ccccc2)C(c2cccs2)n2nnnc2N1 (stereo unspecified) = ?	-1%	-0.3%	i	-12%	0%	-1%	7%	-15%	4%	-1.7%
Shown for COc1ccc(-c2nnc(NC(=O)c3cc(C)on3)s2)cc1 = -7%	-1%	0.0%	?	12%	-7%	0%	-16%	-11%	-5%	-1.3%

Continued.
SMILES | CRE Fsk mod | Caspase-7 inhib | BRCT inh green | A350 autofl | Tau fil binding | HEK293 cAMP ctrl | Casp1 inh | USP2a inhib | ERK AVP block | Luciferase inh | BRCT inh red
Cc1ccc(C(=O)NCc2ccco2)cc1S(=O)(=O)N1CCCCC1 | -16% | -5% | 0.9% | i | -1% | ? | 1% | 15% | -5% | -1% | 1.4%
C=CCN(Cc1cc(OC)ccc1OC)S(=O)(=O)N(C)C | 0% | 0% | -1.0% | i | -4% | 10% | -1% | 4% | 5% | 0% | -1.4%
COc1cc2[nH]c(=O)n(CCCCCC(=O)NCCCN3CCC(C)CC3)c(=O)c2cc1OC | 1% | -2% | -0.2% | ? | -1% | -2% | -1% | 10% | -16% | -1% | 1.4%
COCCNC(=O)Cc1cn(C)c2ccccc12 | ? | -2% | 0.8% | i | -6% | 8% | 1% | -3% | 9% | 1% | 0.4%
O=C(CN1C(=O)CCS(=O)(=O)c2ccccc21)Nc1cccc(F)c1 | -8% | -1% | -0.1% | ? | -8% | 1% | 1% | -4% | 11% | 1% | 0.8%
COC(=O)c1ccc(C(NC(=O)OCc2ccccc2)/C(C)=C/[C@@H](C)C(=O)NCCN2CCOCC2)cc1 (stereo partly specified) | 2% | -1% | -0.5% | . | 7% | 13% | 0% | . | -24% | . | 0.4%
O=C(NCCN1CCCCC1)c1ccc(Cc2nc3ccccc3[nH]2)cc1 | . | 0% | -1.2% | . | . | -13% | -2% | . | . | . | 0.6%
O=C(CN(Cc1ccco1)C(=O)CNS(=O)(=O)c1ccc(F)cc1)NCCc1ccccc1 | -5% | 2% | -3.1% | i | -4% | 8% | 1% | -4% | -16% | -1% | -1.3%
CCCOc1ccc(/C(O)=C2/C(=O)C(=O)N(CCOC)C2c2cccnc2)cc1 (stereo unspecified) | -7% | 1% | -4.0% | ? | -2% | -9% | 1% | 0% | -5% | 0% | -0.9%
O=C(COc1ccc(-n2cnnn2)cc1)NCCc1ccc(F)cc1 | 0.063µM* | -15% | -3.7% | i | -10% | 11% | -10% | 12% | -7% | -8% | -0.3%
